HT1080-NT tox – kills 2HG-producing HT-1080-NT fibrosarcoma cells | HT-1080-NT fibrosarcoma viability, CellTiter-Glo ATP luminescence, 48 h | Potency, µM (titrated, usually from 46.1 µM), without a hit: at the highest dose activity, negative = less viability, hits mostly cytotoxic | 360,000 tested, 1.6% active;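 note: NT is the 2HG producing partner of a matched IDH1 knockdown line; 0% = DMSO-treated cells and -100% = media-only wells without cells; nearly all actives have a fitted effect of over 55% in size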
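HT-1080-NT; 750 cells/well; 5% FBS RPMI; 48 h compound, 37 degrees C; CellTiter-Glo luminescence; curve fitting and curve-class assignment.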
HEK293 tox – cytotoxic in the GLP-1 receptor inverse agonist counter-screen; Potency, µM (series often up to 38.3 µM), for the others: at the highest dose activity change, negative = inhibition, most hits filed as inhibitors; HEK293 cAMP-luciferase reporter cells, luminescence, 24 h; AID 624418; 410,000 tested, 0.13% active;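 note: loss of luciferase light is scored as toxicity; % is set by controls: 0 for no effect and ±100 for the full control effect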
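Luminescence readout: signal drop marks cytotoxicity. Plated cells grew 12 h at 37 °C, 5% CO2, received 23 nL compound for 24 h, then got luciferase reagent, read after 12 min at RT.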
KB-3-1 cytotox – kills parental KB-3-1 adenocarcinoma cells; KB-3-1 viability, CellTiter-Glo ATP luminescence, 72 h; Potency, µM (series often up to 46.1 µM), without a hit: at the top dose activity change, negative = cytotoxic, most hits filed as cytotoxic; 400,000 tested, 1.4% active; AID 1347075; note: % is set by controls: 0 for no effect and ±100 for the full control effect; nearly all actives have a fitted effect of over 60% in size
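Viability of parental KB-3-1 cells, measured by CellTiter-Glo luminescence, followed a 72 h incubation at 37 °C with pinned compounds in phenol-red-free DMEM containing 10% FBS.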
SW480 rerep – induces DNA re-replication in SW480 colon adenocarcinoma cells. SW480 DNA re-replication, Hoechst DNA content imaging, 48 h. Potency, µM (series often up to 46.1 µM), without a hit: at the top dose re-replication activation, most hits filed as activators. 340,000 tested, 1.8% active. AID 624297; note: % of control where 0% means no effect; nearly all actives have a fitted effect of over 55% in size
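First, 250 cells per well were seeded. Next, compound or vehicle (23 nL) was pinned in, plates sat 48 hr at 37 C. Finally Hoechst was added for 40 min before fluorescence scanning.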
TDP-43 yeast inh – inhibitors of TDP-43 toxicity in yeast; AID 652104; Potency, µM (series often up to 46.1 µM), inactives show top-dose growth rescue (activation), most hits filed as activators; 410,000 tested, 1.8% active; TDP-43 expressing yeast growth rescue, BacTiter-Glo, 24 h; note: % of control where 0% means no effect; nearly all actives have a fitted effect of over 50% in size
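Yeast cells expressing TDP-43 under galactose induction are exposed to compounds for 24 hr at 30 deg C. BacTiter-Glo luminescence measures growth, so protective compounds score as activators.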
KB-V1 cytotox – KB-V1 MDR subline cytotoxicity; KB-V1 MDR cells viability, CellTiter-Glo, 72 h; Potency, µM (highest dose often 46.1 µM), inactives show at the highest dose activity change, negative = cytotoxicity, hits mostly cytotoxic; 400,000 tested, 3.4% active; note: % is set by controls: 0 for no effect and ±100 for the full control effect; nearly all actives have a fitted effect of over 60% in size
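KB-V1 cells (P-gp-expressing MDR subline of KB-3-1) in phenol-red-free DMEM with 10% FBS were exposed to library compounds over a concentration series for 72 h at 37 degrees C. Viability read by CellTiter-Glo luminescence; concentration-effect curves fitted after normalization.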
GLP-1R inv ag – acts as inverse agonist at human GLP-1 receptor; HEK293 GLP-1R CRE-luciferase, luminescence, 24 h; GLP-1R form is constitutively active; Potency, µM (titrated, usually from 38.3 µM), for the others: top-dose activity change, negative = inhibition, usual class: inhibitors; 410,000 tested, 1.6% active; AID 624417; note: % is set by controls: 0 for no effect and ±100 for the full control effect; nearly all actives have a fitted effect of over 55% in size
Target sequence (P43220 whole entry, looked up): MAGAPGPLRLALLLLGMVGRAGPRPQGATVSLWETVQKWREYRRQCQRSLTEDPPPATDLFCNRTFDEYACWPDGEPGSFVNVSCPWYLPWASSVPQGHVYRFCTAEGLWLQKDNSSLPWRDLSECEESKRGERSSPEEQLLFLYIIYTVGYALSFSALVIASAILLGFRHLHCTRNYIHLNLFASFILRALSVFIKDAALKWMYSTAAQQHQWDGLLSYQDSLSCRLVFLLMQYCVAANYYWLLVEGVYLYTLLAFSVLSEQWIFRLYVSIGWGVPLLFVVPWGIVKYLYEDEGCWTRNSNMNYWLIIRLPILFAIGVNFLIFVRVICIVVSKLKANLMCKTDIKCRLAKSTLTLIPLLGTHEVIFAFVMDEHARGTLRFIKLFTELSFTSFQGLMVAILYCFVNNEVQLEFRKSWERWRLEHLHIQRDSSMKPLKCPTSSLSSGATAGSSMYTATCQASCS
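Seeding at 200 cells/uL, 12 h culture, 24 hr compound treatment, then luciferase reagent and a luminescence read; cells are HEK293 stably expressing a constitutively active GLP-1R plus cAMP-responsive luciferase.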
GLP1R ag – agonists of human GLP-1 receptor; P43220; HEK293 GLP-1R CRE-luciferase, luminescence, 4-6 h; cells express a hypersensitive GLP-1R form; Potency, µM (top dose mostly 45.6 µM), without a hit: at the top dose activation, actives largely listed as activators; 380,000 tested, 0.007% active; AID 624172; note: % of control where 0% means no effect
HT1080 IDH1KD tx – toxicity to HT-1080 IDH1 knockdown cells (counter line) | HT-1080 IDH1 knockdown viability, ATP luminescence, 48 h | Potency, µM (titrated, usually from 46.1 µM), inactives show at the top dose activity, negative = toxicity, usual class: cytotoxic | 360,000 tested, 2% active | AID 686971;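 note: 0% = DMSO wells and -100% = cell-free medium wells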
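Viability of IDH1-knockdown HT-1080 fibrosarcoma cells was assessed by CellTiter-Glo after 48 h at 37 °C with titrated compound; concentration-effect curves were classified by fit quality and response size.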
Active calls of the source: *; u = inconclusive; x = not tested or not shown; & = joins results of further samples; [ ] = dose if it differs, or a comment. Calls come from the whole dose curve; as a rule, active = well fitted curve in the direction sought with a large enough effect; inconclusive = small, poorly fitted or top-dose-only effect, or another doubt; inactive = no such curve, though single readings can be large; an effect the other way counts as inactive or inconclusive. Potency is the fitted concentration of half-maximal effect. Rows were taken by chance; 9.4% or so of the library scored in one or more.

compound,HT1080 IDH1KD tx,GLP1R ag,HT1080-NT tox,KB-V1 cytotox,TDP-43 yeast inh,SW480 rerep,GLP-1R inv ag,KB-3-1 cytotox,HEK293 tox
COc1ccccc1OCC(O)CO (stereo not given),9.3%,-2.7%,26.5%,17.1%,23.6%,-71.8%[inhibitor],-5.7%,0.0%,6.3%
Cc1nc(NC(=O)c2ccccc2)sc1-c1cc(C(=O)O)nn1Cc1ccccc1,-11.0%,-4.7%,-19.2%,11.4%,1.0%,x,17.0%,-8.5%,2.5%
Cc1cccc(N/C(=N/S(=O)(=O)c2ccccc2)c2ccccc2)n1,6.7%,9.0%,17.0%,-5.5%,-10.8%,-2.2%,2.4%,-3.1%,-3.6%
C=C(C)C(=O)Nc1nnc(-c2cccs2)s1,0.0%,0.1%,-0.4%,26.5%,15.0%,19.0%,2.4%,9.4%,-6.8%
COC(=O)CN(C#N)c1nc(NC(C)C)nc(OC)n1,-9.2%,2.8%,-1.4%,-3.3%,-10.8%,-3.5%,7.3%,-4.3%,-12.1%
Cc1cc(C(=O)N/N=C/c2ccccc2[N+](=O)[O-])c(C)o1,8.8%,2.8%,5.6%,4.2%,-2.1%,0.7%,19.1%,-0.2%,5.5%
CCOc1ccc(-c2nn(-c3ccccc3)cc2/C=C(\C#N)S(=O)(=O)c2ccccc2)cc1C,u,-6.9%,28.0%,u,-3.0%,1.3%,-6.5%,u,-8.9%
Cc1cc(Cl)ccc1NC(=O)C1CCN(S(C)(=O)=O)CC1,5.6%,-1.3%,7.6%,28.0%,-0.4%,3.2%,-6.1%,5.6%,1.9%
COc1cc(/C=C2/C(=O)N(c3ccc(C)c(C)c3)N=C2C)cc([N+](=O)[O-])c1O,0.2%,-5.2%,1.7%,0.0%,-25.2%,u,6.8%,16.9%,0.8%
COc1ccc(S(=O)(=O)Nc2noc3ccccc23)cc1OC,-10.8%,-1.6%,-5.1%,-14.4%,u,21.6%,3.0%,u,0.3%
CCN(CC)Cc1c(C(=O)N/N=C/c2cccc(OCc3ccc(F)cc3)c2)nnn1-c1nonc1N,-0.3%,-1.1%,12.0%,0.0%,u,-13.1%,1.7%,18.2%,-0.1%
CCN1CCN(c2ccc(S(=O)(=O)N3CCCCC3)cc2NC(=O)/C=C/c2cc(OC)ccc2OC)CC1,-22.4%,-4.1%,-27.1%,u,-25.5%,149.0%,-26.4%,-24.9%,-1.7%
CCOC(=O)c1nnn(CC(=O)Nc2ccccc2OC)c1C(=O)OCC,2.4%,-2.5%,3.6%,-9.1%,-16.0%,7.5%,1.2%,-7.5%,-14.5%
CCc1ccccc1NC(=O)c1ccc(CN2C(=O)CCn3nc(C)cc32)cc1,x,x,x,13.0%,5.9%,x,-6.0%,15.5%,15.0%
Cc1ccc(NC(=O)c2cc(S(=O)(=O)N3CCCc4ccccc43)ccc2F)cc1F,x,x,x,0.0%,-19.6%,x,12.6µM*,25.9µM*,9.1%
CCCCN(C(=O)COC(=O)c1nc2nccc(C)n2n1)C1CCS(=O)(=O)C1 (stereo not given),3.4%,-2.8%,6.2%,-5.3%,3.6%,1.7%,17.7%,0.5%,2.9%
CCOC(=O)N1CCN(C(=O)C(CC(C)C)NS(=O)(=O)c2ccc(C)cc2)CC1 (stereo not given),1.0%,3.0%,-2.2%,6.3%,-6.9%,-12.1%,-2.8%,-18.6%,0.3%
Cc1nn(C)cc1S(=O)(=O)Nc1ccccc1Br,-7.0%,4.8%,-9.8%,x,-28.8%,2.3%,-6.9%,x,-4.0%
O=C(CN1C(=O)C2CC=CCC2C1=O)NC1CCCCC1 (stereo not given),5.4%,2.1%,-3.6%,3.5%,10.2%,0.6%,-6.0%,-10.6%,12.5%
COc1cccc(NC(=O)C(=O)NCC(c2ccc3c(c2)OCO3)N2CCOCC2)c1 (stereo not given),x,x,x,-23.6%,-7.8%,x,9.2%,-6.2%,-6.3%
COc1ccc(Cn2cc(CN3CC(N4CCN(CCO)CC4)CS3(=O)=O)nn2)cc1 (stereo not given),0.7%,15.2%,20.6%,0.1%,17.6%,x,14.6%,-24.8%,6.7%
O=C(NCc1ccccc1)c1ccc(NC(=O)c2ccco2)cc1,-7.6%,2.7%,-0.7%,-0.9%,-1.3%,-0.7%,14.3%,4.6%,-2.7%
CCOc1ccc(CC(=O)NCC2(N3CCCCC3)CCCCC2)cc1,7.6%,3.4%,5.8%,-17.0%,5.8%,12.8%,-19.4%,2.9%,5.5%
Cc1ccc(NS(=O)(=O)c2cc(-c3n[nH]c(=O)c4ccccc34)ccc2C)cc1,14.6µM*,14.2%,18.4µM*,20.6µM*,12.3%,23.1µM*,3.4%,11.6µM*,-29.4%
Cc1cccc(NC(=O)NC2(C(=O)NCc3ccco3)CCCCC2)c1,8.9%,0.0%,8.2%,-8.2%,-9.0%,-8.7%,-11.9%,u,-4.1%

Reprinted at random: 3 compounds from above.
compound,HT1080 IDH1KD tx,GLP1R ag,HT1080-NT tox,KB-V1 cytotox,TDP-43 yeast inh,SW480 rerep,GLP-1R inv ag,KB-3-1 cytotox,HEK293 tox
Cc1cccc(N/C(=N/S(=O)(=O)c2ccccc2)c2ccccc2)n1,6.7%,9.0%,17.0%,-5.5%,-10.8%,-2.2%,2.4%,-3.1%,-3.6%
CCN1CCN(c2ccc(S(=O)(=O)N3CCCCC3)cc2NC(=O)/C=C/c2cc(OC)ccc2OC)CC1,-22.4%,-4.1%,-27.1%,u,-25.5%,149.0%,-26.4%,-24.9%,-1.7%
Cc1cc(C(=O)N/N=C/c2ccccc2[N+](=O)[O-])c(C)o1,8.8%,2.8%,5.6%,4.2%,-2.1%,0.7%,19.1%,-0.2%,5.5%

The results go on:
compound,HT1080 IDH1KD tx,GLP1R ag,HT1080-NT tox,KB-V1 cytotox,TDP-43 yeast inh,SW480 rerep,GLP-1R inv ag,KB-3-1 cytotox,HEK293 tox
CC1=CC(C)(C)NC(=S)N1CCO,16.1%,2.0%,7.1%,2.5%,-22.9%,5.4%,9.1%,-0.8%,-2.1%
O=S(=O)(Nc1nc2ccccc2s1)c1ccc(Br)s1,-27.0%,-8.5%,u,u,-13.4%,-1.1%,u,14.3%,-10.1%
COC(=O)C1=C(C(=O)OC)[C@@H]2Nc3ccccc3[C@@]23C[C@@H](C(=O)OC)N(C(C)=O)C3=N1,15.3%,-1.5%,0.6%,0.0%,21.1%,-16.7%,2.3%,9.9%,7.5%
Cc1sc2nc(CN3CCOCC3)nc(NS(=O)(=O)c3ccc4c(c3)OCCO4)c2c1C,9.8%,7.0%,2.7%,6.8%,u,-11.2%,9.6%,-0.6%,-5.8%
Cc1cc(OCCn2cncn2)ccc1[N+](=O)[O-],-5.2%,3.6%,0.4%,0.8%,10.3%,-4.7%,4.7%,-10.6%,7.6%
CC(C)CNC(=O)CSc1n[nH]c(=O)n1CCc1ccccc1,-0.8%,2.2%,4.5%,0.0%,0.2%,24.8%,5.7%,2.9%,-11.9%
Cc1ccccc1Cn1c(C)cc(C)c(C#N)c1=O,20.2%,1.5%,1.7%,-23.2%,2.6%,-0.2%,20.7%[7.66 µM],u,0.9%[7.66 µM]
Cc1ccc(NC(=O)n2ncc3c(C)cccc32)c(C)c1,27.5%,6.2%,17.0%,0.8%&0.0%,-10.2%,-1.9%,7.9%&12.7%,-19.2%&-3.4%,3.4%&-3.1%
COC(=O)C(Cc1ccccc1)OS(N)(=O)=O (stereo not given),-3.3%,-3.7%,-0.5%,-8.2%,-7.1%,-3.4%,13.6%,20.3%,17.6%
Cc1ccc2nc(-c3ccc(NC(=O)CN4C(=O)NC(C)(c5ccc(OC(F)F)cc5)C4=O)cc3)sc2c1 (stereo not given),u,-5.6%,u,-6.9%,-18.6%,u,u,u,-19.6%
CCc1nnc(NC(=O)CSc2nnc(CNC(=O)c3ccc(OC)c(OC)c3)o2)s1,-4.1%,-5.3%,0.2%,3.8%,-2.2%,u,5.1%,3.6%,0.4%
COc1ccc(OC)c(C(O)c2ncc(-c3ccccc3Cl)[nH]2)c1 (stereo not given),-2.4%,-0.5%,0.5%,-3.0%,0.0%,x,6.8%,0.0%,-5.1%
CC(=O)Nc1cccc(OCC(=O)NC(C)c2ccc3ccccc3c2)c1 (stereo not given),0.4%,13.8%,-7.6%,u,-9.0%,-2.3%,-23.1%,-5.3%,8.5%
CC(C)Oc1ccc(C(=O)/C(=C\c2cccs2)c2nc3ccccc3o2)cc1,-16.3%,8.5%,-5.3%,u,8.0%,-695.8%[inhibitor],7.08µM*,1.7%,9.3%
CCCn1nnnc1SCC(=O)N1C(C)CCCC1C (stereo not given),7.4%,4.9%,1.9%,-6.4%,-12.7%,-0.2%,3.3%,1.2%,-0.3%
O=C(CSc1nnnn1C1CCCCC1)N1CCOCC1,9.9%,-0.2%,17.5%,-3.0%,15.9%,-7.8%,4.0%,-0.9%,-9.3%
c1ccc(Cn2nnc3c(N4CCCC4)ncnc32)cc1,u,17.8%,-21.0%,18.4µM*,-9.4%,-9.4%,0.0%,0.5%,14.2%
Cc1onc(NC(=O)NC(=O)c2c(F)cccc2Cl)c1Br,-4.5%,-3.3%,0.8%,u,14.0%,25.6%,39.5%[activator],-10.2%,-12.7%
Cc1ccc(C)c(NS(=O)(=O)c2cc(C(=O)Nc3cccc(N(C)S(C)(=O)=O)c3)ccc2C)c1,u,-5.3%,u,u,-3.2%,-1.3%,u,u,u

Source: PubChem
